Screening results (PubChem)
RXFP1 agonist: RXFP1 (human) receptor agonism; Q9HBX9; HEK293T-RXFP1 cAMP TR-FRET, 30 min; response scale: percent of porcine relaxin response, buffer zero; Potency, µM (highest dose often 57.5 µM), for the others: at the top dose activation, actives largely listed as activators; hit rate 0.3% among 370,000; AID 2676; also: potency is read from the fitted curve at half-maximal effect; % is scaled to controls: 0 for no effect and ±100 for the full control effect; nearly all actives have a fitted effect of over 60% in size; many of its hits are not listed in these tables
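HEK293 cells stably expressing RXFP1, treated 30 min at 37C with compounds plus PDE4 inhibitor Ro 20174; cAMP measured by HTRF TR-FRET. Normalized to buffer and 29 nM porcine relaxin; EC50 by Hill fit.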
D1 agonist: activates the human D1 dopamine receptor; P21728; HEK293 T-REx D1 cells, calcium flux, agonist mode; hit rate 1% among 360,000; activation, % at 2 µM; in the data active = activation above about 30%; also: 0% is about no effect
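Agonism was scored from calcium flux recorded over 180 s (1 read/s) after pintool compound addition, following a 10-cycle baseline. Cells were inducible force-coupled HEK293 TREx D1, plated overnight at 30 C and loaded with no-wash calcium dye.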
LDHA inh: blocks human lactate dehydrogenase A; activity change, % (values are at about 110 or 230 µM); P00338; hit rate 0.15% among 480,000; AID 1347041; purified LDHA, NADH/diaphorase-resazurin fluorescence; stronger effect = lower value; in the data active = activity change below about -30%; inconclusive = mostly about -25% to -30%;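 also: plate controls were DMSO wells for no effect and wells without enzyme for full effect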
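Human LDH5 at 2 nM final in Tris HCl pH 7.4 with 0.06 mM NADH and 0.2 mM pyruvate, reacted 5 minutes at room temperature. Remaining NADH coupled via diaphorase/resazurin; resorufin fluorescence read at 0 and 20 minutes, normalized to enzyme-free and DMSO wells.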
D1 PAM: potentiators of human D1 dopamine receptor | P21728 | HEK293 TREx D1 cells, calcium flux, dopamine EC20 potentiation | potentiation, % at 10 µM | hit rate 0.036% among 360,000; in the data active = potentiation above about 30%; also: 0% is about no effect
GRP78 ERSR act: induces the endoplasmic reticulum stress response in human glioma cells; U87-MG GRP78 promoter luciferase reporter, 16 h; Potency, µM, inactives show at the top dose activation, hits mostly activators; hit rate 0.02% among 420,000; also: potency is read from the fitted curve at half-maximal effect; series mostly up to about 76 µM; % of control where 0% means no effect; nearly all actives have a fitted effect of over 35% in size
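Stably transfected U87-MG human glioma cells carrying a GRP78-based luminescent sensor were seeded at 1000 cells/well, pin-dosed with compounds and incubated 16 h. Luciferase reagent was then added, and end-point luminescence was read after 10 min at room temperature.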
Vif-APOBEC3F blk: Vif-A3F binding inhibition | hit rate 0.2% among 390,000 | HeLa A3F-eYFP + Vif (tagged APOBEC3F with the HIV-1 protein that degrades it), YFP fluorescence increase | Potency, µM (top dose mostly 46.1 µM), without a hit: top-dose activity, negative = active; also: potency is read from the fitted curve at half-maximal effect; % of control where 0% means no effect; nearly all actives have a fitted effect of over 65% in size
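Fluorescence increase (Ex 488/Em 500-530) after overnight compound treatment at 37 deg C flags inhibition of Vif-driven A3F-eYFP loss in stable HeLa A3F-eYFP/Vif cells seeded overnight beforehand.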
D2 potentiator: positively modulates the human D2 dopamine receptor allosterically; AID 485347; HEK293 T-REx D2, calcium flux, EC20 dopamine potentiation; potentiation, % at 10 µM; hit rate 0.34% among 340,000; P14416;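 active = potentiation over 3 SD above the plate norm, cut at about 30% in these data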; also: 0% is about no effect
Target sequence (P14416 whole entry, looked up): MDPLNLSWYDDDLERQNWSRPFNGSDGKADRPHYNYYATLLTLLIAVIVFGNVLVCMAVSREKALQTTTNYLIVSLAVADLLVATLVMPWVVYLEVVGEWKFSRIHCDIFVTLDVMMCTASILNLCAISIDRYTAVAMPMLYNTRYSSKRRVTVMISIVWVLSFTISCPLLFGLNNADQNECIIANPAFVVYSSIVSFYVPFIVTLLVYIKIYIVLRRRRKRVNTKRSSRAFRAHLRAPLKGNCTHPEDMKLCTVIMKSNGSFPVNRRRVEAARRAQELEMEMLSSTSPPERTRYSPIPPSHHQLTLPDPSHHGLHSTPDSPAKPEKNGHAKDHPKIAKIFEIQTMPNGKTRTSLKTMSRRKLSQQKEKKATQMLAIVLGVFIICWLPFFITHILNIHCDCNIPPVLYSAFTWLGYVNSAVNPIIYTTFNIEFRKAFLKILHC
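Primary screen. Calcium kinetics in induced HEK293 T-REx D2 cells: compound pre-addition 180 s, EC20 dopamine, 180 s more.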
D1 antag: blocks dopamine activation of the human D1 receptor. activity change, negative = inhibition, % at 10 µM. hit rate 3.2% among 360,000. HEK293 TREx D1 cells, calcium flux, dopamine EC80; stronger effect = lower value. AID 504652; in the data active = activity change below about -30%; also: % is scaled to controls: 0 for no effect and ±100 for the full control effect
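Inducible Hek293 Trex D1 cells (tetracycline, overnight, 30 C). Calcium dye 30–90 min RT. Antagonist mode: EC80 dopamine added after 180 s compound read.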
Vif-A3G inh: Vif-A3G binding inhibition | Q9HC16 | HeLa A3G-eYFP + Vif (tagged APOBEC3G with the HIV-1 protein that degrades it), YFP fluorescence, overnight | Potency, µM (top dose mostly 46.1 µM), for inactives: at the top dose activity, negative = active, actives largely listed as inhibitors | hit rate 0.076% among 410,000;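 also: potency is read from the fitted curve at half-maximal effect; % is scaled to controls: 0 for no effect and ±100 for the full control effect; nearly all actives have a fitted effect of over 60% in size; hits raise eYFP signal because A3G escapes Vif-driven loss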
Target sequence (Q9HC16 whole entry, looked up): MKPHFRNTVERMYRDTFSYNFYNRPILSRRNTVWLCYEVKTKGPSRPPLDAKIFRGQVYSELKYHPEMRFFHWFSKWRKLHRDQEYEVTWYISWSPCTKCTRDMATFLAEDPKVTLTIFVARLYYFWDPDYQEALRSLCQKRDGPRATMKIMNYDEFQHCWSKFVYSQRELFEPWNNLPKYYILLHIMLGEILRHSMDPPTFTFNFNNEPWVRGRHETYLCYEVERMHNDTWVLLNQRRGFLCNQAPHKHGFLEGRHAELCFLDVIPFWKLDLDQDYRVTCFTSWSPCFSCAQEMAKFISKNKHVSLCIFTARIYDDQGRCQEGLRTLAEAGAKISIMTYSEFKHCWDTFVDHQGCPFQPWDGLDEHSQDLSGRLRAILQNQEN
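Read-out is eYFP fluorescence (Ex 488/Em 500-530) from Vif-expressing HeLa A3G-eYFP cells; more signal means A3G escaped Vif-mediated degradation. Cells plated overnight, compound pinned in, incubated overnight at 37 deg C.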
* = called active by the depositor; ? = inconclusive; . = not tested or not shown; & = joins results of further samples. Unless noted, calls follow the shape of the dose curve; as a rule, active = well fitted curve in the direction sought with a large enough effect; inconclusive = small, poorly fitted or top-dose-only effect, or another doubt; inactive = no such curve, though single readings can be large; an effect the other way counts as inactive or inconclusive. Only part of the results is shown; rates above refer to the full screens.

SMILES | RXFP1 agonist | D1 agonist | LDHA inh | D1 PAM | GRP78 ERSR act | Vif-APOBEC3F blk | D2 potentiator | D1 antag | Vif-A3G inh
COc1c(F)cccc1C1=CC(=O)C[C@H](c2ccc3c(c2)OCO3)C1 | -0.3% | 1 | 0 | 2 | -1% | 1% | -11 | . | 2%
O=C(/C=C/c1ccccc1[N+](=O)[O-])NCCCN1CCCC1=O | 0.2% | 2 | 0 | 1 | 1% | 0% | 5 | 18 | 2%
CCC(C)n1c(=N)c(C(=O)NC2CCCCC2)cc2c(=O)n3cc(C)ccc3nc21 (centres undefined) | -1.0% | -2 | -7 | -1 | -1% | 8% | -7 | 1 | 5%
CCOC(=O)C1=C(N)OC2=C(C(=O)CCC2)C1c1cccs1 (centres undefined) | 1.3% | 4 | -2 | -10 | 0% | 2% | 8 | -23 | 2%
COc1ccc(CN(CC(=O)NCC2CCCO2)C(=O)CCC(=O)Nc2nccs2)cc1 (centres undefined) | -1.0% | 0 | -5 | 2 | -6% | 0% | 9 | 6 | -1%
CC(C)c1cc(C(=O)O)n[nH]1 | 2.3% | 2 | 0 | -3 | 0% | -2% | -1 | -5 | -1%
Cc1ccc(S(=O)(=O)/N=C(/c2ccc(F)cc2)N(C)C)cc1 | -3.2% | 4 | -5 | 3 | -2% | -1% | 2 | 4 | -1%
c1ccc(Oc2cccc(CN3CCCCC3)c2)cc1 | -0.8% | 5 | -6 | -10 | -3% | -4% | -27 | -17 | 2%
CC(NS(=O)(=O)c1ccc(F)cc1)C(c1cccs1)N1CCN(C)CC1 (centres undefined) | -0.1% | 1 | -5 | -2 | -4% | -8% | -11 | -2 | -4%
CCCCn1c(N)c(N(CC(C)C)C(=O)Cn2c(=O)oc3ccccc32)c(=O)[nH]c1=O | 0.1% | -4 | -6 | -2 | -2% | 1% | 10 | -44* | -1%
CCOc1ccc(OCCC(=O)OCC(=O)NNC(=O)c2ccccc2)cc1 | -0.7% | 1 | -2 | 3 | -5% | -1% | -3 | -10 | 0%
O=C(O)c1ccccc1C(=O)N(Cc1ccccc1)Cc1ccccc1 | 0.3% | 1 | -12 | 1 | 3% | -16% | -3 | 3 | 1%
O=C(c1ccc(N2CCCC2=O)cc1)N1CCN(c2ccccc2Cl)CC1 | 0.8% | 1 | 2 | -11 | 1% | 2% | -9 | -49* | -1%
C/C(CCN1CCc2nc(-c3ccccc3)c(-c3ccccc3)cc2C1)=N\O[C@H](C)c1cn([C@H](CO)Cc2ccccc2)nn1 | 3.8% | 0 | . | -2 | . | . | 2 | -8 | .
Clc1ccc(CN2C3=NCCCN3c3ccccc32)cc1Cl | -0.3% | 15 | -12 | 0 | -6% | 2% | 3 | 4 | 0%
COC(=O)/C(=C/Nc1ccc(O)cc1)[N+](=O)[O-] | -0.4% | 0 | 23 | -5 | -4% | -4% | 4 | 0 | -4%
COc1ccc(OC)c(/C=C/C(=O)OCC(=O)Nc2ccc3c(c2)OCCO3)c1 | 5.8% | -1 | -9 | -4 | -3% | -15% | -5 | 0 | -27%
Cc1cc(C)n(-c2ccc(C(=O)Oc3ccc4c(c3)OCO4)cc2)n1 | -2.2% | 3 | 6 | 0 | -3% | . | 0 | -14 | 0%
CN(/C(=N\S(=O)(=O)c1ccccc1)c1ccccc1)c1ccc(O)cc1 | -2.3% | -1 | 1 | -3 | -1% | 1% | -3 | 6 | -2%
C[C@H]1CN([C@@H](C)CO)C(=O)CCCn2cc(nn2)CO[C@@H]1CN(C)C(=O)Nc1ccccc1C(F)(F)F | . | . | -1 | . | 0% | -20% | . | . | 5%

Retrieved one by one from above (3):
SMILES | RXFP1 agonist | D1 agonist | LDHA inh | D1 PAM | GRP78 ERSR act | Vif-APOBEC3F blk | D2 potentiator | D1 antag | Vif-A3G inh
CCCCn1c(N)c(N(CC(C)C)C(=O)Cn2c(=O)oc3ccccc32)c(=O)[nH]c1=O | 0.1% | -4 | -6 | -2 | -2% | 1% | 10 | -44* | -1%
C/C(CCN1CCc2nc(-c3ccccc3)c(-c3ccccc3)cc2C1)=N\O[C@H](C)c1cn([C@H](CO)Cc2ccccc2)nn1 | 3.8% | 0 | . | -2 | . | . | 2 | -8 | .
CN(/C(=N\S(=O)(=O)c1ccccc1)c1ccccc1)c1ccc(O)cc1 | -2.3% | -1 | 1 | -3 | -1% | 1% | -3 | 6 | -2%

(cont.)
SMILES | RXFP1 agonist | D1 agonist | LDHA inh | D1 PAM | GRP78 ERSR act | Vif-APOBEC3F blk | D2 potentiator | D1 antag | Vif-A3G inh
Cc1nc(C(=O)N(C)C)nn1-c1ccc([N+](=O)[O-])cc1 | 6.2% | 0 | -7 | -4 | 0% | -13% | -2 | -2 | -3%
O=C(CSc1nc2cc3c(cc2c(=O)n1CCC1=CCCCC1)OCO3)NCc1ccco1 | 0.5% | 3 | -5 | -1 | 2% | 3% | -5 | -14 | -4%
COc1ccccc1CN1C(=O)c2ccccc2C1C(=O)NC1CCC(C)CC1 (centres undefined) | -1.9% | 4 | -1 | 4 | -2% | 6% | 20 | -2 | 4%
CSc1sc(C(=O)OC(C)C)c2c1C(=O)CC(C)(C)C2 | 5.6% | 3 | -10 | -2 | -3% | 7% | 12 | 8 | 2%
Cc1ccc(C(=O)Nc2cc3c(cc2N2CCCC2)n(C)c(=O)c(=O)n3C)cc1 | 9.7% | 1 | 20 | -3 | -2% | -4% | -9 | 16 | -2%
Cc1cccc(/C(N)=N/OC(=O)c2cccnc2)c1 | -0.1% | 1 | 1 | -2 | -6% | -4% | -6 | 15 | -7%
Cc1nc2[nH]c(=O)n(O)c(=O)c2s1 | . | . | 12 | . | -5% | 6% | . | . | -17%
Cc1cc(C)n2c(SCC(=O)Nc3ccc(F)cc3F)nnc2n1 | 19% | 1 | -4 | -6 | -6% | 3% | -5 | -9 | 1%
COc1cccc(N/C=C/C(=O)c2ccc(Cl)cc2)c1 | -0.9% | 18 | 5 | -2 | -8% | 7% | 4 | -6 | 0%
CCN(CC)S(=O)(=O)c1ccc2c(c1)c(=O)c(C(=O)NCc1ccc3c(c1)OCO3)cn2C | -0.5% | 1 | . | -8 | . | . | -11 | 6 | .
COc1ccc(NC(=O)COC(=O)CCCC2=NS(=O)(=O)c3ccccc3N2)cc1Cl | 1.6% | 3 | -7 | -4 | 1% | 3% | -14 | -4 | -5%
Cc1ccc(-c2cc3ncc4c(n3n2)-c2cc(C)ccc2OC4)cc1 | -3.1% | 0 | -9&-3 | -4 | -2% | -3% | -4 | -6 | -3%
COC(=O)c1[nH]nc2c1C(=O)N(C1CCCCC1)C2=O | 1.8% | 4 | -12 | -3 | -1% | -5% | -5 | 53 | 0%
CCOC(=O)C1=C(C)N(CCO)C(=O)NC1c1ccccc1 (centres undefined) | 0.6% | 3 | -3 | -6 | -3% | 1% | -4 | -10 | 1%
Cn1c(N)c(C(=O)COC(=O)CNC(=O)c2ccccc2Cl)c(=O)n(C)c1=O | 8.4% | 0 | -2 | 6 | -4% | 3% | 5 | -7 | -1%
O=C(CSC(=S)N1CCCC1)Nc1ccc(Br)cc1Cl | 1.1% | 7 | 0 | -5 | -1% | 3% | 6 | -17 | -6%
CCCNC(=O)COC(=O)/C=C/c1cccc(F)c1 | -0.3% | 2 | -11 | -4 | -3% | 10% | -5 | -28 | -7%
Cc1ccc(C2=NN(C(=O)CSc3nnnn3C)C(c3ccco3)C2)cc1 (centres undefined) | -0.1% | 1 | 0 | . | -1% | 6% | 4 | 1 | 7%
Cc1ccc(CNCCCn2cnc3c(OCc4ccccc4)ncnc32)o1 | . | . | 2 | . | 0% | 1% | . | . | -1%
O=C(NCCN1CCOCC1)N1c2ccccc2Sc2ccccc21 | -5.7% | 1 | -4 | -5 | -2% | -7% | 11 | -1 | -3%
Cc1nn2c(C)nc3sc4c(c3c2nc1=O)CC(C)(C)OC4 | 14% | 0 | -2 | -4 | -4% | -21% | -7 | 7 | 1%
O=C(CCl)Nc1c(C(=O)Nc2ccc3c(c2)OCCO3)oc2ccccc12 | 0.5% | 1 | 2 | -5 | -10% | -1% | 0 | 5 | ?
Cc1ccc(N2C(=O)N(CC(=O)c3cc(C)ccc3C)C(=O)C2C)cc1 (centres undefined) | 0.3% | 5 | -1 | 9 | -2% | 4% | 10 | -3 | -2%
CCOC(=O)C1=C(C)N=C2SC(C(=O)OC)=CC(=O)N2C1c1ccc(F)cc1 (centres undefined) | 1.3% | 3 | 5 | -3 | -2% | -18% | 17 | 0 | -16%
Cc1nc2cc(-c3ccccc3)nn2c(C)c1CCC(=O)N1CCN(c2ccccc2)CC1 | 1.4%&0.3% | 0&2 | -3&-2 | -2&5 | -8%&-9% | -2%&3% | 3&12 | 6&-6 | 4%&1%
CCOC(=O)c1cc(C)n(CC2CCC(C(=O)Nc3ccc(C)c(F)c3)CC2)c1C (centres undefined) | 0.1% | 0 | -5 | 0 | -5% | 12% | 1 | -8 | 2%
O=C(CCc1nnc(Cc2ccc3c(c2)OCO3)o1)NC(c1ccccn1)C(F)(F)F (centres undefined) | -0.8% | 0 | -3 | 2 | -4% | 2% | 0 | 12 | 0%
Cc1ccc(S(=O)(=O)N2CCN(C(=O)CCOc3ccccc3C)CC2)cc1C | 1.9% | 4 | -4 | 1 | -5% | 5% | 3 | 8 | -5%
COc1ccc(Br)cc1C1SCCN1S(C)(=O)=O (centres undefined) | -0.9% | 2 | -5 | -3 | -6% | -3% | 10 | 22 | -2%
CC(C)(C)c1ccc(/C=C/C(=O)N2CCN(c3ncccn3)CC2)cc1 | -1.2% | -1 | -2 | 0 | -1% | -13% | 13 | 1 | 1%
COc1ccc(NC(=O)CN2C(=O)C(C)SC(C)C2=O)cc1 (centres undefined) | 0.3% | 2 | -3 | -4 | -2% | 2% | 10 | 10 | -6%
COc1ccccc1N1CCN(c2ncnc3onc(C)c23)CC1 | -1.0% | 5 | -12 | -4 | -2% | 3% | 13 | -20 | 1%
O=C(c1ccc(N2CCOCC2)nc1)N1CCOCC1 | -0.5% | 1 | -3 | 0 | -4% | -8% | -3 | -25 | 0%
COc1ccc(C(NC(=O)/C=C\c2ccco2)c2ccc(OC)c(OC)c2)cc1 (centres undefined) | 0.0% | 4 | -2 | 4 | -4% | 9% | 25 | 4 | -6%
